CXCR6 inh – CXCR6 receptor inhibitors, primary screen, cell-based, beta-arrestin, luminescence, CHO-K1 PathHunter, 1536-well; inhibition, % at 20 µM; C-X-C chemokine receptor type 6 (Homo sapiens), O00574; actives 0.36% (n = 360,000); in the data active = inhibition above about 34%, passing the limit was not always enough;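 also: antagonist mode with CXCL16 agonist at 10 nM final; 0% = 10 nM CXCL16 with DMSO and 100% = unstimulated wells without agonist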
Target sequence (O00574 whole entry, looked up): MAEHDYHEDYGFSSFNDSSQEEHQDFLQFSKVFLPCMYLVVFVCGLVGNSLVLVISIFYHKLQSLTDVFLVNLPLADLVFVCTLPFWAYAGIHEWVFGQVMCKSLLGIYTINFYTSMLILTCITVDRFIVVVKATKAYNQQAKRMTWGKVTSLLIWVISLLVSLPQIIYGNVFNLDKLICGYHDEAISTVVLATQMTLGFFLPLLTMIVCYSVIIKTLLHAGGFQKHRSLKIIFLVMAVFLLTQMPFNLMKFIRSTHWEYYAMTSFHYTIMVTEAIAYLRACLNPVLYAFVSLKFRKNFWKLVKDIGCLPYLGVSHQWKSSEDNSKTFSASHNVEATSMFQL
tim23-1 inh – growth inhibitors of tim23-1 mutant yeast, primary screen, luminescence, uHTS | S. cerevisiae tim23-1 growth, BacTiter-Glo luminescence, 24 h | inhibition, % at 20 µM | actives 1.3% (n = 330,000);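 active = growth inhibition of the mutant yeast at or above 50%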;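 also: temperature-sensitive mutant grown at 25 °C; plate controls were DMSO-treated mutant yeast for no effect and medium wells lacking yeast for full effect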
UPR CHOP act – activators of apoptotic CHOP UPR arm, primary screen, cell-based, CHO-CHOP luciferase reporter, luminescence, uHTS; UPR activation; percent of tunicamycin response over DMSO baseline; activation, % at 10 µM; actives 0.34% (n = 330,000); AID 449763, 2010;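 active = at 10 µM dose, activation of 40% or more, normalized to positive control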;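 also: 100% = tunicamycin at 10 µg/mL and 0% = DMSO alone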
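measured by = luciferase luminescence | assay system = CHO-CHOP cells, stable luciferase reporter of PERK-eIF2a-CHOP signalling | amount = 500 reporter cells seeded per well | timing = 6 h compound exposure at 37 °C after overnight seeding | controls = positive tunicamycin 10 µg/mL, negative DMSO alone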
CCR6 antag – CCR6 receptor antagonists, primary screen, cell-based, CHO-K1, luminescence, beta-arrestin, uHTS | C-C chemokine receptor type 6 (Homo sapiens), P51684 | CHO-K1 CCR6 PathHunter beta-arrestin, CCL20-stimulated | inhibition, % at 20 µM | actives 0.49% (n = 340,000) | AID 493098, 2011;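 active = compounds whose inhibition of the agonist-driven luminescence signal at 20 µM reaches about 50%, limit read from the data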;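 also: cells stimulated with CCL20 at 14 nM final; plate controls were DMSO with CCL20 for no effect and DMSO without agonist for full effect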
EBI2 antag – EBI2 receptor antagonists, beta-arrestin recruitment, primary screen, cell-based, luminescence, 7a,25-OHC stimulation, uHTS; G-protein coupled receptor 183 (Homo sapiens), P32249; 7a,25-OHC stimulated; inhibition, % at 5 µM; actives 0.81% (n = 360,000); AID 651636, 2012; in the data active = inhibition above about 38%;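 also: enzyme fragment complementation signal reports receptor beta-arrestin coupling in cells; 0% = agonist plus DMSO wells and 100% = wells without agonist; some results beyond the cut were filed as inactive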
Target sequence (P32249 whole entry, looked up, the tested form may be a part): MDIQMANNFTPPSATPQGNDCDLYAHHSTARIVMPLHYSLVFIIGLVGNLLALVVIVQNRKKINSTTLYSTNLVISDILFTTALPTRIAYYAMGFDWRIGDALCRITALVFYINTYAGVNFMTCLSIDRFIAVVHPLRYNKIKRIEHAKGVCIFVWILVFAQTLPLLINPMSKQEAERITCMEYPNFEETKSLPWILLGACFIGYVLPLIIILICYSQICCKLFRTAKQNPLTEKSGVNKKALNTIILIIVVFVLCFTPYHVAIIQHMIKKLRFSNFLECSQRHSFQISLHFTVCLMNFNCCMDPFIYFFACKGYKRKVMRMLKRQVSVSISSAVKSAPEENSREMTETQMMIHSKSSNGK
UPR XBP1 act – activators of adaptive XBP1 UPR arm, primary screen, cell-based, CHO-XBP1 luciferase reporter, luminescence, uHTS; activation, % at 20 µM; AID 463104, 2010; actives 0.33% (n = 330,000); IRE1-XBP1 UPR activation; percent of tunicamycin response, DMSO as zero;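 active = versus positive control, 20 µM dose yields 30% or more activation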;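 also: 100% = tunicamycin at 10 µg/mL and 0% = DMSO only wells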
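Material: CHO cell line with stable XBP1 luciferase reporter; buffer or medium: F12 medium containing 10% fetal bovine serum; compound: single point, 20 µM final compound, 1% DMSO; incubation: 6 h treatment, 37 °C; measured by: glow luminescence from Steady-Glo reagent; evaluation: activation, % of tunicamycin; control set: tunicamycin high, DMSO low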
Mdm2-MdmX inh – inhibitors of human Mdm2-MdmX association, primary screen, cell-based, luminescence, split luciferase, SaOS-2, uHTS | Protein Mdm4 (Homo sapiens) + E3 ubiquitin-protein ligase Mdm2 (Homo sapiens), … | SaOS-2 split-luciferase Mdm2/MdmX complementation | inhibition, % at 8 µM | actives 3% (n = 330,000) | AID 485346, 2010;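 active = inhibition of at least 50% at 8 µM in the primary screen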
APJ ag – agonists of human apelin receptor APJ, primary screen, CHO-K1 cells, PathHunter beta-arrestin, luminescence. 0% DMSO wells, 100% apelin. AID 2520, 2010. actives 0.11% (n = 330,000). activation, % at 20 µM;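 active = activation more than six SD over the plate average, tested at 20 µM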;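 also: 0% = DMSO alone and 100% = apelin-13 at 10 nM; some results filed as inactive read as strong as hits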
Target sequence (P35414 whole entry, looked up): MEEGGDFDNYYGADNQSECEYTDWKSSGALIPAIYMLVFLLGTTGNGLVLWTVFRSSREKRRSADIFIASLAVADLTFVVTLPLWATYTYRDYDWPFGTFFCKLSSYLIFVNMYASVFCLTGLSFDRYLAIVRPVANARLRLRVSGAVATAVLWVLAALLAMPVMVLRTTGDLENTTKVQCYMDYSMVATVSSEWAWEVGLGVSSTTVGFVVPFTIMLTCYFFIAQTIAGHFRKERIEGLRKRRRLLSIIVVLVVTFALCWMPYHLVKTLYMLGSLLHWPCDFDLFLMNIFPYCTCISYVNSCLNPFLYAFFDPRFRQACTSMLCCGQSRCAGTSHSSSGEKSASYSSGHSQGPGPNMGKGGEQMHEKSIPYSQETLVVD
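Material: engineered CHO-K1 APJ arrestin reporter cells; amount: 1000 CHO-K1 reporter cells seeded per well; incubation: compound stimulation 90 min at 25 °C, detection 60 min; signal: luminescent beta-gal fragment complementation, chemiluminescent substrate; read-out basis: APJ agonist activity; controls: DMSO-only wells as negative, 10 nM Apelin-13 as positive control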
APJ antag – antagonists of human apelin receptor APJ, primary screen, CHO-K1 cells, beta-arrestin complementation, luminescence | P35414 | inhibition, % at 20 µM | actives 0.32% (n = 330,000) | AID 2521, 2010;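 active = inhibition above about 40% at 20 µM, limit read from the data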;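 also: cells challenged with 10 nM apelin-13 agonist together with compound; plate controls were apelin-13 plus DMSO wells for no effect and DMSO wells lacking apelin-13 for full effect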
Active calls of the source: *. The list is partial; count on the stated rates, not on these rows.

SMILES	CXCR6 inh	tim23-1 inh	UPR CHOP act	CCR6 antag	EBI2 antag	UPR XBP1 act	Mdm2-MdmX inh	APJ ag	APJ antag
C=CCNC(=O)c1c(CS(=O)(=O)c2ccccc2)noc1C(=O)NCc1ccccc1	-9.5	6.3	0.7	7.7	-12.9	0.6	15.8	3.1	4.0
COc1ccc(N2CCN(C(=O)c3ccc4c(c3)OCO4)CC2)cc1	2.7	7.4	-1.3	0.1	3.5	-1.8	14.1	-0.8	16.6
COc1ccc(C(=O)NC(C)c2cc(OC)c(OC)cc2Br)cc1 (stereo unspecified)	-10.1	5.2	-1.3	0.4	-11.9	1.8	-10.4	-2.2	11.9
CN=C(Nc1cccnc1)c1ccccc1	-1.1	0.4	-1.4	12.1	-8.8	-2.8	-1.2	-4.2	-18.8
Cc1ccc(C(=O)O)cc1-c1ccc(/C=C2\SC(=O)N(CC(=O)Nc3ccccc3)C2=O)o1	-2.2	-18.3	-0.9	5.5	-5.5	0.7	26.5	-3.4	9.5
O=C(CCc1nc2ccccc2c(=O)[nH]1)NNC(=O)c1ccc(F)cc1	2.1	6.8	-0.7	6.2	-12.5	-1.3	13.3	-2.2	-2.1
O=C(c1ccccc1)c1nc2ccccc2n(CCCn2c(=O)c(C(=O)c3ccccc3)nc3ccccc32)c1=O	6.2	14.2	0.7	25.6	9.1	-3.1	20.2	0.4	12.5
CCC(=O)NNC(=O)CCC(=O)Nc1ccc(C)cc1C	-6.5	5.8	-0.4	-2.5	-9.6	-3.5	-4.7	-1.3	-17.2
CCCNC(=O)Cn1c(=O)/c(=C\c2ccc(-c3cccc([N+](=O)[O-])c3)o2)s/c1=C\C(=O)C(C)(C)C	9.2	-0.3	1.9	10.8	10.8	0.3	-21.0	-1.6	-11.3
O=C(Cn1c(NCCCO)nc2ccccc21)c1cccs1	-5.9	-9.4	-0.6	-11.8	-9.4	-0.8	10.4	-1.2	0.4
COc1ccc(Cl)cc1S(=O)(=O)NC(C)C(=O)NCc1ccccn1 (stereo unspecified)	4.4	2.4	4.7	1.9	-4.2	-3.5	6.9	3.0	12.3
CCCC1NC(=S)N(C2CCCCC2)C1=O (stereo unspecified)	1.3	35.4	1.9	5.7	-14.2	-1.5	-7.3	-0.2	5.4
O=C(CSc1nc2cccnc2n1Cc1ccccc1)NCc1ccco1	8.4	-4.2	-2.5	1.2	-3.9	-2.2	13.4	-3.3	-7.5
COCC(C)n1c(SCC(=O)Nc2ccc3c(c2)OCCO3)nc2ccccc2c1=O (stereo unspecified)	6.8	39.7	-0.5	9.4	-17.3	1.6	20.8	-2.0	3.1
O=C(CCc1nc2ccccc2c(=O)[nH]1)Nc1cc(C(F)(F)F)ccc1N1CCCC1	4.0	-13.1	0.4	22.5	-1.3	8.1	18.3	-3.6	7.0
CC(=O)N1CCN(Cc2nc3cc(NC(=O)c4ccccc4)ccc3n2C)CC1	-12.8	22.6	5.3	-0.9	8.7	0.0	30.4	0.4	11.0
Oc1ccc(-c2onc(C(F)(F)F)c2-c2cscn2)c(O)c1	-7.4	5.7	0.3	3.4	0.6	-2.9	0.6	-3.9	11.4
O=C(C/C=N/OCc1c(Cl)cccc1Cl)c1ccc(Cl)cc1	0.0	18.0	-1.5	22.5	6.5	-1.1	-9.1	0.5	-7.7
CN(C)c1ccc(CNC(=O)C2CCC(CNc3c(N4CCCCC4)c(=O)c3=O)CC2)cc1 (stereo unspecified)	-0.5	11.7	-1.5	-10.7	2.0	-1.1	16.5	-1.8	0.0
COc1ccc(CCN(C)C(=O)CSc2nnc(C3CC3)n2N)cc1OC	-0.7	13.3	2.4	3.9	0.8	4.0	21.8	-0.9	5.3

Ordered by value in UPR XBP1 act (highest first): three from the list above.
smiles | UPR XBP1 act
COCC(C)n1c(SCC(=O)Nc2ccc3c(c2)OCCO3)nc2ccccc2c1=O (stereo unspecified) | 1.6
O=C(C/C=N/OCc1c(Cl)cccc1Cl)c1ccc(Cl)cc1 | -1.1
CN=C(Nc1cccnc1)c1ccccc1 | -2.8

The list continues:
SMILES	CXCR6 inh	tim23-1 inh	UPR CHOP act	CCR6 antag	EBI2 antag	UPR XBP1 act	Mdm2-MdmX inh	APJ ag	APJ antag
COC(=O)c1ccc(NC(=O)C(C)Oc2ccccc2)cc1 (stereo unspecified)	3.4	5.7	-4.2	9.4	5.8	-0.8	22.7	-3.1	-4.2
Cc1onc(C(=O)N2CCC(Cc3ccccc3)CC2)c1[N+](=O)[O-]	-9.8	10.2	-1.4	-1.6	-16.1	-4.8	82.1*	8.2	2.7
CC1CCC2(CC1)NC(=O)N(CC(=O)Nc1ccc3c(c1)OCCCO3)C2=O (stereo unspecified)	-2.4	-0.8	-0.8	-1.8	1.6	-1.0	9.9	-3.3	-3.6
O=C(c1ccco1)N1CCN(CC(=O)N2c3ccccc3CCc3ccccc32)CC1	4.2	16.8	-0.4	1.2	-7.9	-0.2	-7.8	-4.0	16.0
Cc1cc(C(=O)COC(=O)c2ccccc2O)c(C)n1Cc1cccs1	10.0	11.9	-8.3	12.8	14.2	-6.3	96.9*	-2.2	-28.7
Cc1ccc(-n2c(-c3ccco3)nc3nc4ccccc4nc32)cc1F	5.9	8.5	0.3	10.6	-20.2	-0.4	2.0	-0.4	10.4
N#Cc1nc(-c2ccco2)oc1NCc1ccccc1Cl	-1.9	42.8	0.5	2.3	5.5	0.8	22.2	-1.4	2.8
COc1ccccc1C(=O)COC(=O)COc1ccc(C#N)cc1	1.2	43.9	-1.0	11.3	-3.6	-0.5	1.4	-2.2	8.0
CCCNC(=O)Cc1ncn[nH]1	0.6	9.9	0.2	6.2	5.2	0.9	-9.2	-3.3	-9.6
CCn1cc(CCC(=O)NCc2ccccc2OC)c2ccccc21	-3.4	7.2	-0.3	16.1	11.9	-8.9	17.2	-0.9	10.8
NNC(=O)C1CC(O)CN1S(=O)(=O)c1ccc2ccccc2c1 (stereo unspecified)	-0.4	-9.1	1.0	-0.2	-1.3	-3.0	-0.1	-3.7	8.9
O=C(COC(=O)c1cncc(Br)c1)NC1CCCC1	1.0	13.1	-0.3	6.6	-3.0	-3.3	15.5	-1.4	1.4
Cc1ccsc1C(=O)N1CCCC(CO)(Cc2ccccc2)C1 (stereo unspecified)	10.1	22.4	2.7	14.7	-2.4	4.2	-21.7	0.0	1.2
COc1ccc2nc(NC(=O)C3CCN(S(=O)(=O)c4cccc5nsnc45)CC3)sc2c1	6.5	18.3	2.5	10.2	35.7	-2.0	65.3*	5.1	-2.4
O=C(NC1CCCCC1)c1cc([N+](=O)[O-])[nH]n1	-16.5	2.0	2.6	19.0	-23.0	-4.2	16.1	-0.8	-4.5
O=C(Nc1nccs1)c1ccc([N+](=O)[O-])cc1Cl	-14.0	12.1	3.4	-9.9	-5.6	-4.1	-4.1	3.9	-17.1
CC(=O)Nc1ccc(S(=O)(=O)Nc2nc3ccccc3nc2Nc2ccc3ccccc3c2)cc1	0.5	5.6	1.7	-8.8	-9.0	3.2	-2.1	6.7	-28.7
O=C(CS(=O)(=O)c1ccccc1)c1ccc2c(c1)OCCO2	-0.1	19.3	0.4	0.5	-2.3	0.0	-11.5	-5.2	-11.9
Cc1[nH]n(-c2ccccc2)c(=O)c1/C=N\NC(=O)C1COc2ccccc2O1 (stereo unspecified)	0.9	16.5	1.1	-15.5	6.4	-2.6	7.7	-2.1	3.6
Cc1cccc(C)c1NC(=O)CNC(=O)c1ccccc1OCc1ccccc1	2.2	21.9	0.2	11.3	0.0	1.2	-1.2	-1.6	12.3
Cc1cccc(NS(=O)(=O)c2ccc(C)c(C(=O)OCC(=O)Nc3cc(C)on3)c2)c1	-10.0	16.0	2.6	4.2	11.6	-0.7	88.1*	-1.5	-11.2
CC(C)(Oc1ccc(CCNC(=O)c2ccc(-c3ccccc3)o2)cc1)C(=O)O	-6.0	10.0	5.2	-10.6	-8.6	-0.2	8.0	6.8	-2.2
N#Cc1c(N)nc2c(c1-c1ccncc1)CCCC2	-6.7	12.0	-1.2	-1.3	-3.6	1.4	15.1	-2.1	9.8
CC(=O)Nc1ccc(C(=O)COC(=O)c2nc3nc(C)cc(C)n3n2)cc1	-3.0	-4.2	-0.5	-7.9	1.2	-1.5	-4.7	2.2	23.9
O/N=C(/CCc1ccccc1)c1ccc2c(c1)OCCO2	-1.9	29.6	3.6	12.9	8.4	2.7	-140.6	-4.9	3.7
COc1cc(/C=N/N=C2/C(=O)Nc3ccccc32)cc(OC)c1O	9.2	42.6	1.0	60.8*	-25.7	1.8	14.7	-6.4	33.9
COc1ccc(OC)c(NC(=O)CCC(=O)Oc2ccc(C)cc2)c1	-4.7	12.1	-1.1	-7.1	-13.2	-5.9	20.2	-3.3	7.7
COc1cccc(/C=C/C(=O)OCC(=O)c2ccc(C)c(C)c2)c1OC	4.2	27.0	1.3	4.6	-6.6	-1.1	19.7	-1.7	25.6
CC1(C)C(=O)Nc2ccccc2N1C(=O)Cn1ncc(Cl)c(Cl)c1=O	1.2	-6.9	50.1*	-3.0	-1.2	1.6	100.4*	-1.4	15.0
OCCSc1nc2ccccc2n1CCOc1ccccc1	1.0	18.3	-1.4	-6.3	-16.5	1.1	1.5	-6.7	6.7
CCN1C(N(C)CCc2cccs2)=N[C@@H](c2ccccc2)C(C(=O)OC)=C1C	1.4	11.8	0.5	14.7	4.6	-0.4	-7.1	-5.3	1.9
Cc1cc(C)c(S(=O)(=O)N2CCCCC2)c(C)c1-n1ncnn1	4.8	17.1	-1.3	-7.8	5.0	-5.8	14.4	-0.3	10.4
CCn1nc(NS(=O)(=O)c2ccc([N+](=O)[O-])cc2)c2cc3cccc(C)c3nc21	-1.7	15.4	-0.2	23.9	-5.2	-3.7	6.9	-2.4	-10.6
O=C(Nc1ccc2c(c1)ncn2C1CCCCC1)c1ccco1	-6.9	50.6*	4.0	-5.9	7.0	0.2	-37.7	4.5	6.6
O=[N+]([O-])c1cccc2c3c([nH]c12)CCCC3	6.1	3.2	-0.9	9.6	11.0	0.3	22.5	-7.2	15.9
Cc1cccc(C)c1N1C(=O)CC(N2CCSCC2)C1=O (stereo unspecified)	-3.2	-11.7	1.4	1.4	2.3	-3.0	-11.2	-1.9	-7.2

Screens deposited in PubChem by Sanford-Burnham Center for Chemical Genomics.
